Screening results from PubChem.
bIAP activator = increases bovine intestinal alkaline phosphatase activity | purified bovine IAP, CDP-star luminescence, 30 min; hits give high values; fold of DMSO-control signal, blank-subtracted | activation factor at 20 µM | hit rate 0.17% among 200,000;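 active = activation factor of 2 or more at 20 µM, a signal rise over negative controls twice the positive control's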
Diaph act CS = activates diaphorase or chemically reduces, flagging diaphorase assay artifacts | Diaphorase/resazurin coupled assay, resorufin fluorescence, 16 min; hits give high values; 1 = vehicle wells, 0 = NADH-free wells | activation factor at 20 µM | hit rate 0.005% among 190,000 | AID 1229;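 active = diaphorase activity raised at least twofold by the compound at 20 µM; inactive = activation factor below 2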
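Measured by – red resorufin fluorescence at 544/590 nm excitation/emission · Test system – Clostridium kluyveri diaphorase, purified enzyme · Incubation – reaction time 16 min, room temperature · Buffer or medium – 50 mM HEPES pH 7.4 with 4.542 mM MgCl2, 0.005% Tween 20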
TNAP inh noacc = blocks human TNAP activity with no phosphate acceptor present. purified TNAP, CDP-star luminescence, 30 min. inhibition, % at 20 µM. hit rate 0.26% among 200,000;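 active = tissue-nonspecific alkaline phosphatase inhibition above about 50% at 20 µM in the single-dose screen, limit read from the data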;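 note: 0% = DMSO negative control and 100% = EDTA positive control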
Target sequence (P05186 whole entry, looked up): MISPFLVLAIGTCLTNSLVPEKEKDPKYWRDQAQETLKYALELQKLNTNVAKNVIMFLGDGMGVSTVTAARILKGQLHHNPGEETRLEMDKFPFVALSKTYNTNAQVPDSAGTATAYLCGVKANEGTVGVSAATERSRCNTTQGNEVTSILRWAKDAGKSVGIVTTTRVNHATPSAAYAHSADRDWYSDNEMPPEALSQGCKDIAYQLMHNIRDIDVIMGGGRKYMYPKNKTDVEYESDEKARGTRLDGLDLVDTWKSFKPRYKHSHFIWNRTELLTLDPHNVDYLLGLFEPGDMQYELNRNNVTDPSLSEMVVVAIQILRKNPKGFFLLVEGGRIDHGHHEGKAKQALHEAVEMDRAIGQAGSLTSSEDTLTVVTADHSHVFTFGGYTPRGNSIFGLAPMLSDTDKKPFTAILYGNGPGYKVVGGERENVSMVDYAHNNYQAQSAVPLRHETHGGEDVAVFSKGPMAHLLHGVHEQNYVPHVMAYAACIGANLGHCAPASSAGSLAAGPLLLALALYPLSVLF
TNAP act hi DEA = activators of human TNAP at high phosphate acceptor concentration | 200,000 tested, under 10 active | purified TNAP, CDP-star luminescence, 1 M DEA, 30 min; hits give high values; 0 = EDTA background, 1 = DMSO-only activity | activation factor at 20 µM | AID 1136;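 active = activation factor at least 2 at 20 µM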
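Test system – human TNAP · Doses – 20 µM single point · Incubation – 30 min, room temperature · Signal – luminescent substrate turnover signal · Read-out basis – activation factor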
Lmaj promast = reduces viability of Leishmania major promastigotes | resazurin fluorescence viability | inhibition, % at 10 µM | hit rate 9% among 200,000; in the data active = inhibition above about 50%;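 note: promastigotes grown with compound for 44 hours at 28 °C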
bIAP inhibitor = blocks bovine intestinal alkaline phosphatase activity. 190,000 tested, under 10 active. purified bovine IAP, CDP-star luminescence, 30 min. inhibition, % at 20 µM;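 active = over 50% inhibition of intestinal alkaline phosphatase at 20 µM in the single-dose screen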
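Assay system – bovine IAP enzyme · Quantity – bovine IAP at 1/65,000,000 final dilution · Detection – CDP-star luminescence signal · Times – 30 min reaction at room temperature · Also added – CDP-star substrate at 30 µM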
TNAP inh hi DEA = TNAP (human) inhibition, high acceptor. hit rate 0.03% among 200,000. inhibition, % at 20 µM. purified TNAP, CDP-star luminescence, 1 M DEA. P05186;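 active = over 50% inhibition of tissue-nonspecific alkaline phosphatase at 20 µM in the single-dose screen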;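 note: plate controls were DMSO wells for no effect and EDTA-quenched wells as full inhibition for full effect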
Diaphorase inh = counter-screen for diaphorase-based assays: diaphorase inhibitors and chemical oxidizers. diaphorase resazurin-to-resorufin fluorescence, NADH, 16 min; bacterial (C. kluyveri) enzyme, not human. inhibition, % at 20 µM. hit rate 0.69% among 190,000;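 active = primary screen inhibition at 20 µM above a set limit, cut at about 50% in these data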;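 note: plate controls were DMSO with full reaction for no effect and wells lacking NADH for full effect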
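Assay system – diaphorase enzyme from Clostridium kluyveri · Amount – diaphorase 0.14 U/mL (working solution) · Times – reaction incubation of 16 min at room temperature · Controls – No-NADH positive control and DMSO neutral control · Signal – resorufin fluorescence 544/590 nm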
PMI act satM6P = activators of human phosphomannose isomerase at near-saturating mannose 6-phosphate; coupled PMI enzyme assay, resazurin fluorescence, 20 min; hits give high values; 1 = untreated enzyme, 0 = substrate-free blank; activation factor at 20 µM; hit rate 0.34% among 190,000;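 active = activation factor of 2 or more at 20 µM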
Target sequence (P34949 whole entry, looked up): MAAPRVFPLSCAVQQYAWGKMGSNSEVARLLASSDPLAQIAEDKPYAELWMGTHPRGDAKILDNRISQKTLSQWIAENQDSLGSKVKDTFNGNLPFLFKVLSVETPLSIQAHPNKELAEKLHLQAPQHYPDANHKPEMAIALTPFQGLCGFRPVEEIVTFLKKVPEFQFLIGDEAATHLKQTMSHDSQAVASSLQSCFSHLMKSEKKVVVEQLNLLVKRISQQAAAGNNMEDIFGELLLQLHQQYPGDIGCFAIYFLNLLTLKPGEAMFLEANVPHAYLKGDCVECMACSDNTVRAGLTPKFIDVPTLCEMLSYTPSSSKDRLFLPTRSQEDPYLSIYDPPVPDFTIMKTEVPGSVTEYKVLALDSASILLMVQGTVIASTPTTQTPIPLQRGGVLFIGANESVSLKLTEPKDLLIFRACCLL
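Material: human phosphomannose isomerase with PGI, G6PDH, diaphorase coupling enzymes. Quantity: 15 ng/mL PMI. Medium: HEPES pH 7.4 buffer with MgCl2 and Tween-20. Reagent: Near-saturating mannose-6-phosphate, 1.0 mM. Compound: 20 µM single dose. Times: enzyme reaction with compound 20 min at room temperature. Detection: resorufin fluorescence at Ex 544/Em 590 nm.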
PMI activator = phosphomannose isomerase (human) activation; hit rate 0.005% among 190,000; P34949; purified human PMI, coupled resazurin fluorescence, 20 min; hits give high values; 1 = vehicle control, 0 substrate-free wells; activation factor at 20 µM;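 active = activation factor of 2 or more at 20 µM, relative to plate controls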
Numbers without * were called inactive; · = no result given. Outcome played no part in choosing rows. Share with any hit: about 10%.

SMILES | bIAP activator | Diaph act CS | TNAP inh noacc | TNAP act hi DEA | Lmaj promast | bIAP inhibitor | TNAP inh hi DEA | Diaphorase inh | PMI act satM6P | PMI activator
CCOC(=O)C(CCCOc1ccccc1C)C(=O)OCC | 0.9 | 1 | 4 | 1.1 | 2 | 5 | -8 | -1 | 1.1 | 1
O=C1CS/C(=N\c2ccccn2)N1C1CCCCC1 | 1 | 1 | -4 | 1.1 | 1 | 3 | -9 | 4 | 1 | 1.2
O=C1C(C23CC4CC(CC(C4)C2)C3)C(=O)N(c2ccccc2)N1c1ccccc1 | 1 | 0.9 | -6 | 1 | -6 | -1 | -2 | 9 | 1 | 1.1
CC(NC(=O)COc1ccc(-c2nnco2)cc1)c1ccc(Cl)cc1Cl (centres undefined) | 0.9 | 0.9 | -7 | 1 | -5 | 9 | -2 | 8 | 1.1 | 0.9
COc1ccc(Cl)cc1C(=O)NCC(C)C | 1 | 1 | -14 | 1.1 | -2 | 0 | -6 | 1 | 1 | 1.1
O=C(c1ccc(S(=O)(=O)N2CCCCC2)cc1)N1CCCc2ccccc21 | 0.8 | 0.9 | -6 | 1 | -2 | 17 | -1 | 6 | 1 | 0.9
O=C(O)c1ccccc1-c1nc(-c2ccccc2)c(-c2ccccc2)[nH]1 | 0.9 | 1 | -6 | 1 | -13 | 7 | -3 | -2 | 1.1 | 1.1
CCOC(=O)c1ccc(CC(=O)c2oc3cc(O)ccc3c2C)o1 | 0.8 | 0.8 | 6 | 1 | 2 | 15 | 3 | 22 | 1.3 | 1.2
CC(/C=C/c1ccccc1)=N\Nc1nc(-c2ccccc2)cs1 | 0.7 | 0.7 | -11 | 1 | 69* | 31 | 3 | 26 | 0.9 | 0.8
CCOc1ccc(C(=O)NCCc2ccccc2)cc1 | 0.8 | 0.9 | -4 | 1 | 0 | 15 | -4 | 9 | 1 | 1
O=C(NCc1ccccc1Cl)NC(=O)c1ccccc1 | 0.9 | 1.1 | -14 | 1 | -3 | 10 | -2 | -9 | 1.1 | 1.1
COc1ccc(S(=O)(=O)NCC(=O)O)cc1C(=O)NC1CCCCC1 | 1.1 | 1.2 | 4 | 1 | 14 | -9 | -5 | -22 | 1.1 | 1.2
COc1ccc(CNC(=O)C2CCN(S(=O)(=O)c3cccc4cccnc34)CC2)cc1 | 0.9 | 1 | -11 | 1.1 | -4 | 14 | -5 | 5 | 1 | 1.1
CCN1C(=O)c2ccccc2Sc2ccc(C(=O)NCCCN3CCOCC3)cc21 | 1.1 | 1 | -2 | 1 | 0 | -11 | 0 | -4 | 1 | 1
O=C(NCCc1ccccn1)C(F)(F)C(F)(F)C(F)(F)C(F)(F)C(F)(F)C(F)F | 1 | 1.1 | -4 | 1 | -9 | 4 | -3 | -6 | 1.2 | 1.2
CCOC(=O)CC1=C(C(=O)OCC)C(c2ccncc2)C(C#N)=C(N)O1 (centres undefined) | 0.9 | 0.9 | -13 | 1 | 3 | 10 | -4 | 13 | 1 | 1
CN(c1ccccc1)S(=O)(=O)c1cccc(NC(=O)Cn2cnc3c2c(=O)n(C)c(=O)n3C)c1 | 1 | 0.9 | -4 | 1 | 11 | -1 | 3 | 5 | 1 | 1
CC1(C(=O)O)CCC(C(=O)Nc2ccc(S(N)(=O)=O)cc2)C1(C)C (centres undefined) | 1 | 1 | -19 | 1.1 | 3 | 4 | -7 | 0 | 1 | 1
O=C(NCC1CCCO1)C1CCN(C2CCN(CCCC3CCCC3)CC2)CC1 (centres undefined) | 1.2 | 0.9 | -12 | 1 | 1 | -17 | 0 | 8 | 0.9 | 1
Cc1ccc(NC(=S)NCC(C)C)cc1 | 1.2 | 1 | -9 | 1 | 78* | -19 | 4 | 5 | 1 | 1
CCOC(=O)c1c(C)[nH]c(C(=O)COC(=O)/C=C/c2ccc(OCC#N)c(OC)c2)c1C | 1 | 1 | -2 | 1 | -6 | 0 | -4 | 4 | 1 | 1
COc1cc(NC(=O)Cn2c(=O)n(CC3CCCO3)c(=O)c3ccccc32)cc(OC)c1 (centres undefined) | 1.1 | 0.9 | 1 | 1 | 7 | -13 | 4 | 10 | 0.9 | 0.9
Cc1ccc(N2CC(C(=O)Nc3c(C)n(C)n(-c4ccccc4)c3=O)CC2=O)cc1 (centres undefined) | 1.2 | 0.9 | -2 | 1 | -7 | -18 | -1 | 10 | 0.8 | 1
CCc1cccc(CC)c1NC(=S)N1CCn2cccc2C1c1cccnc1 (centres undefined) | 0.9 | 0.9 | -14 | 1 | 83* | 7 | -5 | 11 | 0.8 | 0.8
COc1ccc(OC)c(-c2cc(C(=O)NCCCn3ccnc3)no2)c1 | 1 | 1 | -7 | 1.1 | 48 | 2 | -6 | 0 | 1 | 1
CCOc1cccc(-c2nnc3sc(-c4cc(OC)c(OC)cc4OC)nn23)c1 | 0.9 | 0.7 | -10 | 1 | · | 14 | 0 | 34 | 1 | 1
O=C(NNc1ccc(O)cc1)c1ccc(Br)cc1 | 0.7 | 0.8 | 44 | 1 | 98* | 27 | 2 | 20 | 2.2* | 1.5
Clc1ccc(-c2ccn[nH]2)cc1 | 1.1 | 0.9 | -3 | 1 | 4 | -14 | -4 | 9 | 0.9 | 1
CCOC(=O)c1ccc(Nc2nc(=O)c3cccnc3s2)cc1 | 1 | 1 | -7 | 1 | -11 | 4 | -4 | 4 | 1 | 1
S=C(Nc1ccc(N2CCOCC2)cc1)Nc1ccc2nc(-c3ccco3)c(-c3ccco3)nc2c1 | 0.8 | 0.4 | 10 | 0.9 | 3 | 23 | 12 | 64* | 1.5 | 1.2
Cc1cccc(NC(=O)c2cnc3sccn3c2=O)c1 | 1.1 | 1 | -6 | 1 | 0 | -10 | -3 | 2 | 1.2 | 1.2
CC1(C)CC(=O)C(C(C#Cc2ccccc2)C2=C(O)CC(C)(C)CC2=O)=C(O)C1 | 0.9 | 1 | 0 | 1 | -2 | 8 | 1 | 5 | 0.9 | 0.9
CC(=O)c1cccc(NC(=S)NNC(=O)c2ccco2)c1 | 1.5 | 1 | -150 | 1.1 | -1 | -51 | -8 | 3 | 0.9 | 1
C/C(=N/NS(=O)(=O)c1ccc(C)cc1)c1cccc(NC(=O)c2cccc(Cl)c2)c1 | 0.9 | 0.7 | -8 | 1 | 9 | 10 | -4 | 28 | 0.8 | 0.8
COc1ccc(C(=O)NCC(=O)N/N=C/C=C/c2ccccc2)cc1OC | 1 | 0.9 | -7 | 1 | 16 | 0 | -2 | 11 | 0.9 | 0.9
CCC(=O)NNc1ccc(Br)cc1 | 0.9 | 1 | -9 | 1 | 20 | 8 | -3 | -2 | 2.8* | 2*
CCOc1ccc(NC(=S)NNc2ccnc3cc(Cl)ccc23)cc1 | 1 | 1 | -10 | 1 | 42 | 5 | 2 | 3 | 0.8 | 0.5
CC1CN(C2CCN(S(=O)(=O)c3ccccc3)CC2)CC(C)O1 (centres undefined) | 0.7 | 1 | -2 | 1 | 81* | 27 | 4 | -2 | 1.1 | 1.2
CCNC(=O)Nc1ccccc1C(=O)OC | 1 | 1.1 | -2 | 1 | -2 | -2 | -4 | -12 | 1.1 | 1
COc1ccccc1NS(=O)(=O)c1cc(NC(=O)CCC2CCCC2)ccc1N1CCOCC1 | 1.2 | 0.9 | -5 | 1 | 99* | -24 | 0 | 12 | 0.8 | 1
CCN(CC)CCCNC(=O)C1c2cc(OC)c(OC)cc2C(=O)N(C)C1c1cccnc1 (centres undefined) | 1.1 | 1 | -6 | 1 | -6 | -10 | 0 | 3 | 1.1 | 1.1
O=S(=O)(c1ccc2nc(Cc3ccccc3)[nH]c2c1)N1CCOCC1 | 1.1 | 1 | -10 | 1 | -6 | -9 | -3 | 1 | 1.2 | 1.1
CN1C(=O)C2C(c3ccc(N(C)C)cc3)=NN(Cc3ccccc3)C2C1=O (centres undefined) | 1.3 | 0.9 | -8 | 1 | 11 | -29 | -3 | 7 | 1 | 1.1
N#CC(c1ccc(Cl)nn1)c1ccccc1Cl (centres undefined) | 0.9 | 0.9 | -13 | 1 | 2 | 6 | -1 | 13 | 1 | 0.9
CCCCC1CC(/C(C)=N/NC(N)=O)OC1=O (centres undefined) | 0.9 | 0.8 | -10 | 1 | -1 | 12 | -3 | 17 | 1 | 0.9
COc1ccc(C)cc1NC(=O)Nc1ccccc1 | 0.7 | 0.8 | -7 | 1 | 12 | 26 | -4 | 17 | 1 | 1
Cc1ccc(-c2noc(CSc3nnc(Cc4ccccc4)n3-c3cccc(C)c3)n2)cc1 | 0.9 | 0.9 | -4 | 1 | 80* | 6 | -2 | 14 | 0.9 | 0.8
CCOC(=O)c1ccccc1NC(=O)C=C(C)C | 1.1 | 0.9 | -1 | 1 | -1 | -14 | -1 | 6 | 0.9 | 0.9
CCOC(=O)N1CCC(NCCNC(=O)c2ccccc2Cl)CC1 | 1.1 | 0.9 | -8 | 1 | 84* | -9 | -5 | 9 | 1 | 0.9
N#CCC(=O)NCCCc1ccccc1 | 1 | 0.9 | -4 | 1 | -2 | 5 | -1 | 9 | 0.9 | 1

Records listed above shown as hits in PMI act satM6P:
mol	bIAP activator	Diaph act CS	TNAP inh noacc	TNAP act hi DEA	bIAP inhibitor	TNAP inh hi DEA	PMI act satM6P	PMI activator
O=C(NNc1ccc(O)cc1)c1ccc(Br)cc1	0.7	0.8	44	1	27	2	2.2*	1.5
CCC(=O)NNc1ccc(Br)cc1	0.9	1	-9	1	8	-3	2.8*	2*

Single records, from the list above. Order of values: bIAP activator | Diaph act CS | TNAP inh noacc | TNAP act hi DEA | Lmaj promast | bIAP inhibitor | TNAP inh hi DEA | Diaphorase inh | PMI act satM6P | PMI activator
CN1C(=O)C2C(c3ccc(N(C)C)cc3)=NN(Cc3ccccc3)C2C1=O (centres undefined) reads 1.3 | 0.9 | -8 | 1 | 11 | -29 | -3 | 7 | 1 | 1.1
CC1CN(C2CCN(S(=O)(=O)c3ccccc3)CC2)CC(C)O1 (centres undefined) reads 0.7 | 1 | -2 | 1 | 81* | 27 | 4 | -2 | 1.1 | 1.2
CCN(CC)CCCNC(=O)C1c2cc(OC)c(OC)cc2C(=O)N(C)C1c1cccnc1 (centres undefined) reads 1.1 | 1 | -6 | 1 | -6 | -10 | 0 | 3 | 1.1 | 1.1
N#CC(c1ccc(Cl)nn1)c1ccccc1Cl (centres undefined) reads 0.9 | 0.9 | -13 | 1 | 2 | 6 | -1 | 13 | 1 | 0.9
CCOC(=O)N1CCC(NCCNC(=O)c2ccccc2Cl)CC1 reads 1.1 | 0.9 | -8 | 1 | 84* | -9 | -5 | 9 | 1 | 0.9
